AmpC detergent = AmpC beta-lactamase inhibition with detergent present; P00811; actives 0.041% (n = 370,000); Potency, µM (highest dose often 114 µM), without a hit: top-dose activity change, negative = inhibition, most hits filed as inhibitors; AmpC hydrolysis of nitrocefin, absorbance 480 nm, 0.01% Triton; AID 485294;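 further: potency means the concentration at half of the fitted maximal effect; 0% = no-compound wells and -100% = no-enzyme wells; nearly all actives have a fitted effect of over 25% in size; some results filed as inactive show a strong effect at the top dose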
Target sequence (P00811 whole entry, looked up): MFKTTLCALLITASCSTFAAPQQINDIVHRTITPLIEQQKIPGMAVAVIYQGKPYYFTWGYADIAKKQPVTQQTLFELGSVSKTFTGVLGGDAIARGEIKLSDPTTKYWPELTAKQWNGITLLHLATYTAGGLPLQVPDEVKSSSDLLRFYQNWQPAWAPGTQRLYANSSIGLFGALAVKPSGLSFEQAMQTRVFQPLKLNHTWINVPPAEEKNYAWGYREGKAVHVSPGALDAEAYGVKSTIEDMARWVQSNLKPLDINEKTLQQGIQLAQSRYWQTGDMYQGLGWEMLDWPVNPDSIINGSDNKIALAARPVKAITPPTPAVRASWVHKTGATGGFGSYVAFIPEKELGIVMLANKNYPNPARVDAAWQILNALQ
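20 mM phosphate pH 7.0 + 0.01% (detergent screen) or 0.0001% Triton X-100; 5.3 nM AmpC reagent; cpd preinc 15 min RT; nitrocefin (800 uM stock) to start; A480 q20 s × 4 min; Activity was normalised to no-enzyme and no-compound control wells.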
Sm TGR inh = S. mansoni TGR enzyme inhibition. actives 3% (n = 360,000). purified TGR, DTNB reduction, TNB absorbance 405 nm. AID 485364. Potency, µM (highest dose often 114 µM), inactives show at the top dose activity change, negative = inhibition, usual class: inhibitors. Q962Y6; further: potency means the concentration at half of the fitted maximal effect; nearly all actives have a fitted effect of over 60% in size
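First, TGR (20 nM dispensed) and NADPH were mixed with compound. Second, a 15 min room-temperature incubation followed. Third, further NADPH and then DTNB were added to start the reaction. Finally, TNB absorbance was monitored kinetically.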
AmpC inh no detg = blocks E. coli AmpC beta-lactamase in detergent-free assay. P00811. AmpC nitrocefin hydrolysis, absorbance 480 nm, 0.0001% Triton. Potency, µM (series often up to 57.1 µM), without a hit: at the top dose activity change, negative = inhibition, hits mostly inhibitors. actives 0.52% (n = 330,000);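 further: potency means the concentration at half of the fitted maximal effect; plate controls were no compound for no effect and no enzyme for full effect; nearly all actives have a fitted effect of over 20% in size; some results filed as inactive show a strong effect at the top dose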
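20 mM phosphate pH 7.0 + 0.01% (detergent screen) or 0.0001% Triton X-100; 5.3 nM AmpC reagent; cpd preinc 15 min RT; nitrocefin (800 uM stock) to start; A480 q20 s × 4 min; Activity was normalised to no-enzyme and no-compound control wells.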
HCMV inh = human cytomegalovirus inhibition. HFF cells, HCMV-luciferase reporter, 72 h; stronger effect = lower value. activity change, negative = inhibition, % at 57.5 µM. actives 4.5% (n = 410,000). AID 1259415; in the data active means activity change below about -60%; inconclusive means no clear call, values can overlap the other calls; inactive means above about -39%
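Inhibition of viral replication was scored as loss of reporter luminescence in HFFs infected with HCMV-luciferase (MOI 1 PFU/cell) for 72 h; compounds tested at 2 doses, normalized to buffer and Salinomycin controls.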
AMA1 RON2 block = AMA1-RON2 (P. falciparum) interaction inhibition; actives 0.2% (n = 360,000); Potency, µM (series often up to 58.2 µM), inactives show top-dose activity change, negative = inhibition, most hits filed as inhibitors; AlphaScreen AMA1-biotinylated RON2 peptide binding;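 further: potency means the concentration at half of the fitted maximal effect; 0% = vehicle wells and -100% = peptide control; nearly all actives have a fitted effect of over 45% in size; some results filed as inactive show a strong effect at the top dose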
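AMA1 (3D7) with his tag at 25 nM final met compounds first, then biotinylated RON2 peptide at 25 nM; detection used donor plus acceptor beads, 10 µg/mL apiece, read by AlphaScreen after 30 min at room temperature.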
FBPA Giardia inh = Giardia lamblia aldolase inhibition. Potency, µM (doses to about 59.6 µM), for inactives: top-dose activity, negative = inhibition, actives largely listed as inhibitors. actives 0.71% (n = 290,000). AID 2451. A8B2U2. purified Giardia FBPA; further: potency means the concentration at half of the fitted maximal effect; nearly all actives have a fitted effect of over 55% in size
Target sequence (A8B2U2 whole entry, looked up): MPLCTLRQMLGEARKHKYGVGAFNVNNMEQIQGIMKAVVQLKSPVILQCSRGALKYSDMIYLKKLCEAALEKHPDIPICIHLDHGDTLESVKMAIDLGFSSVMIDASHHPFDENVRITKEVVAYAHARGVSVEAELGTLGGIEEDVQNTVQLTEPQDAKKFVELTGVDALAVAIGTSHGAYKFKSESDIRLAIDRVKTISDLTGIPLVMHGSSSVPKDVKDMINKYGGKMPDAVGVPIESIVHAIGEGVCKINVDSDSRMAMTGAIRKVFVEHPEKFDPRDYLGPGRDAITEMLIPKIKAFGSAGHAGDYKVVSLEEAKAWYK
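40 nM FBPA preincubated 10 min at RT with compound (up to 57.5 uM final), then substrate plus GAPDH/TPI/NAD/arsenate coupling and diaphorase/resazurin added. Fluorescence read after 20 min at RT, 525/598 nm.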
An asterisk follows results filed as active; ? = inconclusive; · = no result given; & = joins results of further samples; [ ] = dose if it differs, or a comment. Unless noted, the call rests on the fitted dose curve; in most records, active means well fitted curve in the direction sought with a large enough effect; inconclusive means small, poorly fitted or top-dose-only effect, or another doubt; inactive means no such curve, though single readings can be large; an effect the other way counts as inactive or inconclusive. Unless noted, on the % scale 0 is the no-effect control and ±100 the full control effect.

molecule	AMA1 RON2 block	AmpC inh no detg	HCMV inh	Sm TGR inh	FBPA Giardia inh	AmpC detergent
C=C(C)Cn1c(SCC(=O)c2ccc(Br)cc2)nc2sc3c(c2c1=O)CCCC3	·	·	4	6%	·	13%
COc1ccc(C2=NOC3(CC(=O)N(c4ccc(C)cc4)C3=O)C2)c(OC)c1 (stereo unspecified)	-2%	-21%	27	-1%	0%	?
Cc1ccc(CNC(=O)c2ccc(N3CCCC3)c(NC(=O)Nc3ccc(C)cc3)c2)cc1	·	·	-74*	4%	·	1%
S=c1[nH]nc(C2CCCCC2)n1/N=C/c1cccs1	35%[activator]	86%[activator]	-28	10%	-2%	-5%
Cn1c(=O)c(=O)n(C)c2cc([N+](=O)[O-])c([N+](=O)[O-])cc21	6%	-2%	-9	20µM*	-20%	?
Cc1ccc(S(=O)(=O)c2cn(CC(=O)Nc3ccccc3)c3cc4c(cc3c2=O)OCO4)cc1	·	·	-9	-4%	·	3%
O=C(CCS(=O)NCc1ccccc1)NCc1ccccc1 (stereo unspecified)	·	0%	·	32µM*	-1%	?
CCn1c(SCc2ccccc2F)nnc1-c1ccncc1	3%	-2%	4	4%	5%	-1%
CN(CC(=O)Nc1ccc(F)c(F)c1F)C(=O)C1COc2ccccc2O1 (stereo unspecified)	1%	-10%	?	·	·	·
O=c1[nH][nH]c(C(F)(F)F)c1C=NCc1cccc(Cl)c1	56%[activator]	-27%	-10	1%	-1%	7%

2 entries from above, field by field.
> Cc1ccc(CNC(=O)c2ccc(N3CCCC3)c(NC(=O)Nc3ccc(C)cc3)c2)cc1
  AMA1 RON2 block: ·
  AmpC inh no detg: ·
  HCMV inh: -74*
  Sm TGR inh: 4%
  FBPA Giardia inh: ·
  AmpC detergent: 1%
> S=c1[nH]nc(C2CCCCC2)n1/N=C/c1cccs1
  AMA1 RON2 block: 35%[activator]
  AmpC inh no detg: 86%[activator]
  HCMV inh: -28
  Sm TGR inh: 10%
  FBPA Giardia inh: -2%
  AmpC detergent: -5%

Next structures:
molecule	AMA1 RON2 block	AmpC inh no detg	HCMV inh	Sm TGR inh	FBPA Giardia inh	AmpC detergent
Cc1cccc(C(=O)N2CCc3cc(CNC(=O)COc4ccc(Cl)cc4)ccc32)c1	·	·	20	3%	·	10%
COc1ccc(C(=O)c2cnc3cc4c(cc3c2C)OCO4)cc1	8%	-2%	-33	-1%	-3%	-10%
CC1CC(C)(C)CC2(C1)NC(=S)N(c1ccccc1)N2 (stereo unspecified)	8%	-21%	-19	-3%	0%	-4%
COc1ccc(NC(=O)CSc2nnnn2C2CCCC2)cc1	3%	0%	-28	-7%	-8%	0%
O=C1CC(Cc2ccccc2)C(=O)N1CCCn1ccnc1 (stereo unspecified)	·	-16%	-30	2%	?	-7%
Nc1cc(C(=O)O)ccc1N1CCCCCC1	3%	-16%	28	1%	-8%	?
O=C(COc1ccccc1C(=O)NCc1ccncc1)Nc1ccc(Br)cc1	9%	-32%[11.4 µM]	-2	-6%	2%	?
CC(=O)Nc1ccc(OC(=O)c2cccs2)cc1	-5%	-6%	76	6%	-1%	2%
O=C(COC(=O)c1cccc(OC(F)F)c1)NC1CCCC1	1%	-18%	3	0%	0%	2%
N#Cc1ccc(Oc2c(Cl)cncc2Cl)cc1	13%	-20%	·	-2%	-5%	0%

Following part
molecule	AMA1 RON2 block	AmpC inh no detg	HCMV inh	Sm TGR inh	FBPA Giardia inh	AmpC detergent
CCC(C)NC(=S)N1CCN(C)CC1 (stereo unspecified)	1%	-16%	-29	9%	?	2%
O=C(CN(Cc1ccc(Br)cc1)S(=O)(=O)c1ccccc1)NCC1CCCO1 (stereo unspecified)	-4%	84%[activator]	?	-3%	·	-2%
CC1CCCCN1C(=O)Nc1cccc(C(F)(F)F)c1 (stereo unspecified)	-3%	5%	0	-29%	-8%	0%
O=C1C(=Cc2ccc(Br)o2)C(=O)c2ccccc21	-14%	-16%	·	11µM*	-1%	?
C#CCOc1ccc2ccccc2c1/C=C(/C#N)c1ccc(C(=O)O)cc1	-6%	-34%	12	1%	17%	-4%
CCOC(=O)C1CCN(C(=O)CCn2c(=O)[nH]c3ccccc3c2=O)CC1	5%	-18%	13	5%	13%	3%
Clc1ccc(CSc2cc3c(nn2)-c2ccccc2CC3)cc1	50%[activator]	-37%	-2	12%	1%	-12%
COc1cc(/C=C2\CCCc3c2nc2ccccc2c3C(=O)O)cc(Br)c1O	-7%	-21%	5	-35%	?	-1%
NC(=O)N/N=C/c1c(O)ccc2oc3c(c12)CCCC3	49%[activator]	-1%	?	-1%	0%	-10%
CCOCCn1c(SCC(=O)OCc2ccccc2)nc2c1c(=O)[nH]c(=O)n2C	7%	-17%	108	-22%	4%	3%

Following part
molecule	AMA1 RON2 block	AmpC inh no detg	HCMV inh	Sm TGR inh	FBPA Giardia inh	AmpC detergent
O=C1CN(C(=O)CC2c3ccccc3-c3ccccc32)CC(=O)N1	6%	-11%	57	6%	-5%	-8%
CN(C)S(=O)(=O)c1ccc(Cl)c(NC(=O)COC(=O)CN2C(=O)NC(C)(C)C2=O)c1	5%	-9%	-7	9%	2%	-5%
COC(=O)c1ccc(CSc2nc3c([nH]c4ccccc43)c(=O)n2-c2cccc(OC)c2)o1	·	·	17	14%	·	7%
COc1ccc(Br)cc1CN1C(=O)c2ccccc2C1C(=O)NC1CCCCCC1 (stereo unspecified)	·	·	-14	4%	·	21%
O=S(=O)(c1ccccc1C(F)(F)F)N1CCN(c2ncnc3sccc23)CC1	-3%	-21%	?	·	·	·
Cc1ccc(C(=O)NCC(=O)NCC(=O)OCc2ccc(Cl)cc2)cc1	-10%	-6%	48	-2%	8%	-1%
Cc1ccccc1CN(C)C(=O)c1ccc2ccccc2n1	12%	2%	47	4%	-2%	?
CC(=O)NC1C(=O)N(CCN2CCOCC2)c2ccc(F)cc21 (stereo unspecified)	?	11%	-30	-20%	?	3%
CC1(C)C2CCC1(CS(=O)(=O)N1CCOCC1)C(=O)C2 (stereo unspecified)	3%	-6%	18	6%	1%	-7%
Cc1noc(C)c1CSc1nc2cc(S(=O)(=O)N3CCOCC3)ccc2o1	-4%	36%	52	-1%	3%	1%

Going on with the list:
molecule	AMA1 RON2 block	AmpC inh no detg	HCMV inh	Sm TGR inh	FBPA Giardia inh	AmpC detergent
CCOC(=O)c1[nH]c(C)c(C(=O)C(C)C)c1C	-4%	0%	33	1%	-1%	0%
COc1ccc(-c2csc(NC(=O)CSCc3c(C)noc3C)n2)c(OC)c1	?	-29%	-30	-10%	·	-3%
Cc1cc[n+](Cc2ccccc2)cc1	2%	-8%	?	0%	·	-8%
CCOC(=O)N1CCN(c2ccc3nnnn3n2)CC1	0%	-19%	-10	0%[11.4 µM]	6%	?
O=C(CCNS(=O)(=O)c1ccccc1F)N1CCN(Cc2ccccc2)CC1	9%	2%	-11	9%	·	-2%
COC(=O)CSc1nnc(COc2cccc3ccccc23)o1	66%[activator]	1%	-12	5%	4%	-2%
CCN1C(=O)CSc2ccc(C(=O)OC)cc21	-7%	-5%	14	0%	6%	-6%
C#CCn1cc(/C=N/NC(=O)COc2cccc3cccnc23)c2ccccc21	-20%[11.6 µM]	-4%	11	-4%	-3%	-4%
C[C@@H](C(=O)Nc1ccc2ccccc2c1)[C@@H]1C[C@@]1(C)[C@@H](NC(=O)c1cnccn1)c1ccccc1	-1%	66%[activator]	-2	3%	-10%&-2%	-1%
O=C(CCCCCNC(=O)c1ccccc1)N/N=C/c1ccc(F)cc1	15%	-33%	-18	4%	-4%	5%

The results go on.
molecule	AMA1 RON2 block	AmpC inh no detg	HCMV inh	Sm TGR inh	FBPA Giardia inh	AmpC detergent
Cc1cn(C(=O)c2ccccc2)c(=S)n1-c1ccc(Cl)cc1	-10%	20%	19	-12%	1%	-5%
CSC1=NC(C)(C)C=C(/C=C/c2ccc(Cl)cc2)N1	0%	21%	-74*	5µM*	-4%	7%
COc1cccc(NC(=O)c2sc(NC(=O)c3ccncc3)nc2C)c1	0%	-20%	?	-28%	1%	-3%
CCCSc1nc2c(c(=O)[nH]c(=O)n2C)n1Cc1ccccc1	-1%	-28%	48	7%	-2%	-2%
CCOC(=O)COc1ccc([N+](=O)[O-])cc1	-14%	-6%	-24	-10%	7%	-14%
COc1ccc(C)cc1S(=O)(=O)N1CCC2(CC1)OCCN2S(=O)(=O)c1ccccc1	-19%	-6%	-8	-2%	·	-4%
Cc1ccc(-c2nc3ccccc3[nH]2)cn1	9%	165%[activator]	52	-2%	?	?
Cc1ccc(NC(=O)CSc2nsc(SCC(=O)Nc3ccc(C)cc3C)c2C#N)c(C)c1	1%	-1%	-35	1%	3%	-4%
O=C1C2C3CCCC3=C3CCCC3C2C(=O)N1c1cccc(Cl)c1 (stereo unspecified)	3%	-22%	17	-7%[11.4 µM]	-1%	-16%
Cc1ccc(C(=O)c2cc([N+](=O)[O-])ccc2N2CCOCC2)cc1C	-22%	-4%	?	2%	-1%	-2%

Two compounds picked at random from the list so far:
molecule	AMA1 RON2 block	AmpC inh no detg	HCMV inh	Sm TGR inh	FBPA Giardia inh	AmpC detergent
Cc1ccc(C(=O)c2cc([N+](=O)[O-])ccc2N2CCOCC2)cc1C	-22%	-4%	?	2%	-1%	-2%
Cc1ccc(-c2nc3ccccc3[nH]2)cn1	9%	165%[activator]	52	-2%	?	?

Additional entries:
molecule	AMA1 RON2 block	AmpC inh no detg	HCMV inh	Sm TGR inh	FBPA Giardia inh	AmpC detergent
CN(C)C(=O)c1ccc(NC(=O)COc2cccc(Oc3ccccc3)c2)cc1	129%[activator]	64%[activator]	-26	2%	·	?
CC(=O)c1cccc(NC(=O)c2cc(=O)c3ccccc3o2)c1	-2%	-14%	-2	0%	-6%	-8%
CCOc1ccc(OCCCC(=O)NNC(=O)c2ccncc2)cc1	96%[activator]	-6%	-24	4%	·	?
CCN(CC)CCCN1C(=O)C(=O)/C(=C(/O)c2cc(C)ccc2C)C1c1cccnc1 (stereo unspecified)	-12%	-22%	13	-12%	-6%	-9%
COc1cccc(C(=O)NC(=S)N2c3ccccc3CC2C)c1OC (stereo unspecified)	32%[activator]	-9%	-1	2%	?	4%
CC1Cc2ccccc2N1S(=O)(=O)c1cccc(C(=O)NCc2ccccn2)c1 (stereo unspecified)	75%[activator]	27%	0	-8%	·	4%
CSc1nsc(SC)c1C(=O)Nc1ccc(Cl)cc1	0%	-31%	13	-4%	6%	-4%
CCN1CC(CN(C)Cc2cn(-c3ccc(C)cc3)nc2-c2cccc(C)c2)CC1=O (stereo unspecified)	-6%	216%[activator]	13	-3%	2%	1%
CC(=O)O[C@@H]1[C@H]2[C@@H](C[C@@H](C)[C@@H]3C=CC(=O)[C@@]13C)OC(=O)[C@@H]2C	0%	-22%	-2	0%	9%	1%
